MCF10A rerep: DNA re-replication induction in MCF 10a cells; Potency, µM (titrated, usually from 46.1 µM), for inactives: at the top dose activity, positive = re-replication, actives largely listed as activators; MCF 10A DNA re-replication, Hoechst nuclear intensity, 48 h; 350,000 compounds, 2.9% hits; further: potency means the concentration at half of the fitted maximal effect; % of control where 0% means no effect; nearly all actives have a fitted effect of over 50% in size
HT1080-NT tox: kills 2HG-producing HT-1080-NT fibrosarcoma cells; HT-1080-NT fibrosarcoma viability, CellTiter-Glo ATP luminescence, 48 h; Potency, µM (doses to about 46.1 µM), for the others: at the highest dose activity, negative = less viability, actives largely listed as cytotoxic; 360,000 compounds, 1.6% hits; AID 686970;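 further: NT is the 2HG producing partner of a matched IDH1 knockdown line; potency means the concentration at half of the fitted maximal effect; 0% = DMSO-treated cells and -100% = media-only wells without cells; nearly all actives have a fitted effect of over 55% in size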
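Compounds were tested in concentration-response format on HT-1080-NT cells for 48 hours at 37 degrees C. Cell viability came from CellTiter-Glo luminescence; curves were classified by r2, response magnitude and activity.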
KB-3-1 tox: kills parental KB-3-1 adenocarcinoma cells; KB-3-1 viability, CellTiter-Glo ATP luminescence, 72 h; Potency, µM (doses to about 46.1 µM), for inactives: at the top dose activity change, negative = cytotoxic, actives largely listed as cytotoxic; 400,000 compounds, 1.4% hits; AID 1347075; further: potency means the concentration at half of the fitted maximal effect; on the % scale 0 is the no-effect control and ±100 the full control effect; nearly all actives have a fitted effect of over 60% in size
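Parental KB-3-1 adenocarcinoma cells in phenol-red-free DMEM with 10% FBS were pin-treated with compounds at several concentrations, incubated 72 h at 37 °C, and viability read by CellTiter-Glo luminescence; concentration-effect curves were fitted after normalization.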
IL1B secr inh: blocks inflammasome-driven IL-1 beta release | activity change, % at 57.5 µM | THP-1 LPS/ATP IL-1B secretion, AlphaLISA, 16 h; active compounds read low | 360,000 compounds, 4.7% hits; in the data active means activity change below about -50%; inconclusive means mostly about -30% to -49%; further: on the % scale 0 is the no-effect control and ±100 the full control effect
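Secreted IL-1B measured by AlphaLISA bead assay after 16 h compound exposure of THP-1 cells; compounds (final up to 57.5 uM) added 1 h before LPS (250 ng/mL) and ATP (1.25 mM) stimulation; lower signal means less secretion.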
S2 tox: cell viability loss in ATXN counter-screen; S2 cells (HEK-293 line with an ATXN2-luciferase reporter) viability, CellTiter-Fluor protease fluorescence, 24 h; Potency, µM (doses to about 56.7 µM), hits mostly cytotoxic; 400,000 compounds, 0.49% hits; AID 651635; further: potency means the concentration at half of the fitted maximal effect; nearly all actives have a fitted effect of over 40% in size
HT1080 IDH1KD tx: HT-1080 IDH1 knockdown cell toxicity (counter line); HT-1080 IDH1 knockdown viability, ATP luminescence, 48 h; Potency, µM (doses to about 46.1 µM), for inactives: at the top dose activity, negative = toxicity, actives largely listed as cytotoxic; 360,000 compounds, 2% hits; AID 686971;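 further: potency means the concentration at half of the fitted maximal effect; 0% = DMSO wells and -100% = cell-free medium wells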
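Cytotoxicity counter-line: IDH1KD HT-1080, 48 h, CellTiter-Glo. Curves classed by r2, magnitude and activity.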
KB-V1 cytotox: kills drug-selected multidrug resistant KB-V1 cells | KB-V1 MDR cells viability, CellTiter-Glo, 72 h | Potency, µM (highest dose often 46.1 µM), for the others: at the top dose activity change, negative = cytotoxicity, actives largely listed as cytotoxic | 400,000 compounds, 3.4% hits; further: potency means the concentration at half of the fitted maximal effect; on the % scale 0 is the no-effect control and ±100 the full control effect; nearly all actives have a fitted effect of over 60% in size
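Cytotoxicity toward P-gp-expressing KB-V1 cells was determined as loss of CellTiter-Glo luminescence after 72 h at 37 degrees C. Compounds were tested in quantitative HTS format across a concentration range, with curves fitted to normalized data.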
ATXN2 expr inh: inhibitors of ATXN2 expression | HEK-293 ATXN2-luciferase reporter, luminescence, 24 h | Potency, µM (top dose mostly 57 µM), for inactives: at the highest dose activity change, negative = inhibition, usual class: inhibitors | 360,000 compounds, 0.72% hits | AID 1745845; further: potency means the concentration at half of the fitted maximal effect; on the % scale 0 is the no-effect control and ±100 the full control effect; nearly all actives have a fitted effect of over 55% in size
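qHTS (up to 57 uM final) was run with 24 h compound exposure of reporter cells at 37 °C. Each well was multiplexed: SteadyGlo luminescence measured ATXN2-luciferase expression after a fluorogenic Gly-Phe-AFC viability readout (25 uM final).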
SW480 rereplic: induces DNA re-replication in SW480 colon adenocarcinoma cells | 340,000 compounds, 1.8% hits | SW480 DNA re-replication, Hoechst DNA content imaging, 48 h | Potency, µM (series often up to 46.1 µM), without a hit: at the highest dose re-replication activation, hits mostly activators; further: potency means the concentration at half of the fitted maximal effect; % of control where 0% means no effect; nearly all actives have a fitted effect of over 55% in size
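Quantitative HTS format with DMSO vehicle controls; 48 hr drug incubation at 37 C, then 40 min Hoechst staining and scanning imager measurement at 405 nm excitation.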
The depositor's hits bear a star; i = inactive; ? = inconclusive; · = not tested or not shown; [ ] = another dose, or the depositor's remark. Unless noted, the call rests on the fitted dose curve; in most records, active means well fitted curve in the direction sought with a large enough effect; inconclusive means small, poorly fitted or top-dose-only effect, or another doubt; inactive means no such curve, though single readings can be large; an effect the other way counts as inactive or inconclusive. This is a random part of the collection; 11% or so of the library scored in one or more.

Structure | S2 tox | ATXN2 expr inh | KB-3-1 tox | HT1080-NT tox | SW480 rereplic | MCF10A rerep | HT1080 IDH1KD tx | IL1B secr inh | KB-V1 cytotox
N#Cc1ccccc1S(=O)(=O)N1CCN(CC(=O)NCC2(N3CCOCC3)CCCCC2)CC1 | ? | · | 2.9% | 0.2% | -12.9% | -0.6% | -1.3% | -0.4 | 1.4%
CCCN(CCC)CCNC(=O)c1cc2c(-c3ccc(Cl)cc3)nn(C)c2s1 | ? | ? | 16.4µM* | -17.9% | ? | ? | -14.5% | -15.7 | 0.8%
COc1ccc(-c2nc(C)c(CCNC(=O)C(=O)Nc3ccccc3C#N)s2)cc1OC | i | 25.3% | 13.1% | · | · | · | · | · | -15.0%
COc1ccccc1CN(CC(=O)NCC1CCCO1)C(=O)CNS(=O)(=O)c1ccc(C)cc1 (centres undefined) | i | -2.9% | 11.4% | 13.7% | 1.5% | -4.4% | 15.5% | -1.8 | 12.3%
CCOc1ccc(CCNC(c2cccc(Cl)c2)c2nnc(-c3ccccc3)o2)cc1OCC (centres undefined) | ? | -24.0% | 1.2% | · | · | · | · | · | -9.0%
O=C(CCCN1C(=O)c2cccc3cccc(c23)C1=O)Nc1ccon1 | i | -16.5% | 14.3% | 27.2% | -0.9% | -3.7% | 16.8% | -1.5 | -14.1%
CCOC(=O)C1=CCN(S(=O)(=O)c2ccccc2)C1c1ccc(C)cc1 (centres undefined) | i | -1.8% | -1.2% | 0.7% | · | · | -0.1% | 19.1 | -5.2%
Cc1cccc(Sc2nc(-c3ccccc3)ncc2C(=O)O)c1 | i | -5.4% | -3.1% | -0.8% | 0.4% | 4.9% | -8.3% | 33.7 | -0.3%
Cc1cc(C)n(CC(O)COc2ccccc2Br)n1 (centres undefined) | i | · | 8.2% | 6.3% | 0.9% | -1.2% | 6.3% | -12.3 | -8.3%
COc1ccc(C(=O)Nc2cc(Cl)cc(Cl)c2)c(OC)n1 | i | 26.5% | -5.0% | ? | 0.1% | 0.1% | 24.9% | -17.6 | ?
COc1ccc(OC)c(Nc2nc(C)nc3c2oc2ccccc23)c1 | i | · | -5.3% | -4.0% | 0.1% | 0.4% | -3.0% | 10.1 | -3.6%
O=C(c1ccc(C(=O)N2CCOCC2)s1)N1CCOCC1 | ? | 9.3% | 5.6% | 3.3% | -4.1% | -0.8% | 1.8% | 6.8 | 28.8%
FC(F)(F)Oc1ccc(NC(=S)Nc2ccc(OC(F)(F)F)cc2)cc1 | ? | · | ? | -28.8% | -4.6% | -8.3% | ? | -17.0 | -4.1%
O=C(CCSc1nc(-c2ccco2)cc(C(F)(F)F)n1)NCCN1CCOCC1 | i | -16.9% | 12.0% | 4.4% | -5.2% | 11.7% | 1.5% | 20.2 | -25.3%
C=CCn1cc(C(=O)NCCCOC)c(=O)c2cc(S(=O)(=O)N3CCC(C)CC3)ccc21 | i | 8.2% | -0.1% | 6.6% | 11.8% | 0.3% | 4.4% | -22.2 | -9.7%
O=C(COC(=O)c1ccc2ccccc2c1O)NCC(F)(F)F | i | 7.0% | -8.6% | 1.4% | -4.1% | -0.7% | -4.1% | -3.6 | -2.4%
CC(=O)Nc1ccc(S(=O)(=O)N(C)CC(=O)Nc2ccccc2N2CCCC2)cc1 | i | 0.4% | -4.6% | 15.0% | -0.7% | 1.8% | 19.7% | -9.7 | -13.7%
CCCn1cnnc1CNC(=O)[C@H]1O[C@@H](n2ccc(N)nc2=O)[C@H](O)[C@@H]1O | i | -8.4% | 26.3% | 11.9% | · | · | 7.4% | 19.9 | 21.7%
OCCN1CCN(Cc2cc(Cl)c3cccnc3c2O)CC1 | i | 22.4µM* | ? | 5.01µM* | 3.26µM* | ? | 3.16µM* | 72.1 | 5.8µM*
O=C(Nc1cccnc1)c1ccc(-c2cc(Cl)ccc2Cl)o1 | i | -13.5% | 4.1% | -5.7% | 2.0% | 14.0% | 0.0% | -15.7 | ?
CN(C)C(=O)c1ccc(NC(=O)c2ccccc2SCC(=O)N2CCCC2)cc1 | ? | -27.0% | -17.0% | 3.0% | -3.4% | -6.6% | 9.6% | 0.0 | 10.7%
CC(C)n1c(N2CCN(C(=O)Nc3ccccc3)CC2)nc2ccccc21 | i | -22.8% | 15.3% | -0.5% | -0.6% | 0.7% | 11.6% | ? | -7.7%
CC(C)(C)N1C(=O)c2ccccc2NC(=O)C1C(=O)NCc1ccco1 (centres undefined) | · | · | 7.1% | 29.0% | · | · | 12.7% | 41.7 | -0.7%
Cc1ccc(/C([O-])=C(/C(=S)NCc2ccccc2)[n+]2cccc(CO)c2)cc1[N+](=O)[O-] | i | -4.5% | -1.1% | -0.3% | 1.2% | -19.3% | 1.1% | -11.5 | 3.6%
COc1ccc2c(CC(=O)Nc3ccc(OC)nc3)coc2c1 | i | -16.1% | 0.5% | -0.8% | 0.1% | 6.5% | 9.0% | 9.8 | -30.0%
Cc1ccc2nc(NC(=O)CSc3[nH]c(=O)ncc3C)sc2c1 | i | 17.6% | -5.6% | · | · | · | · | · | 14.5%
Cc1ccc(-n2cnc3c(sc4nc(N5CCOCC5)c5c(c43)CCCC5)c2=O)cc1 | i | -32.2% | -1.3% | 1.9% | -16.9% | 0.1% | 4.5% | 12.3 | -9.7%
CC(=O)N1CCCC(N2CCN(c3cccc(C(F)(F)F)c3)CC2)C1 (centres undefined) | i | 28.1% | -2.5% | -0.3% | -15.5% | 2.1% | 3.3% | -5.4 | -0.6%
O=C(C1=NNCC1c1ccccc1)C1CO1 (centres undefined) | i | 4.6% | -23.0% | -9.7% | 16.4µM* | 23.1µM* | -0.1% | ? | -8.5%
CC1CCN(C(=O)CC(NC(N)=O)c2ccccc2Cl)CC1 (centres undefined) | i | 2.7% | 0.7% | 12.2% | -2.6% | -0.6% | 14.3% | -1.3 | 16.1%
COc1cc(C(F)(F)F)nc(-c2ccccn2)n1 | i | -1.8% | 11.6% | 18.4% | ? | 5.9% | 7.5% | 9.4 | 4.6%
Cn1c(=O)c2cc(S(=O)(=O)NCCC(=O)NCCC3=CCCCC3)ccc2n(C)c1=O | i | -11.0% | 0.0% | 1.9% | 2.9% | -2.4% | 9.9% | 0.0 | ?
CC12CCC(C(=O)O)(c3nc(C#N)c(C#N)nc31)C2(C)C (centres undefined) | i | 2.4% | 0.4% | -3.3% | ? | 88.1% | -27.1% | 9.8 | 1.8%
CN(C)C(=O)c1sccc1Oc1ccc(F)cc1[N+](=O)[O-] | i | -13.0% | -6.3% | 7.7% | 1.1% | 2.9% | 0.6% | -4.1 | 2.5%
CCOC(=O)Cc1csc(NC(=S)NC(=O)c2ccc(F)cc2)n1 | i | -4.8% | 7.7% | -2.6% | 1.8% | 2.5% | 11.5% | -12.0 | 0.5%
COc1ccc(C(=O)O/N=C(\N)c2ccccn2)c(OC)c1 | i | ? | ? | -25.2% | -3.6% | 0.4% | -32.7% | -9.2 | 0.0%
O=C(Cc1c[nH]c2ccccc12)NNC(=O)c1ccccc1 | i | -1.3% | ? | -10.3% | -0.1% | -3.7% | -14.2% | 10.7 | 1.1%
C=CCN1C(=O)c2ccc(C(=O)N(CC(C)C)c3c(N)n(CCCC)c(=O)[nH]c3=O)cc2C1=O | i | 4.0% | 0.4% | 7.3% | -14.4% | -7.0% | -0.2% | -0.2 | ?
COc1ccc(-c2c3c(=O)n(C)c(=O)n(C)c3cn2-c2ccccc2)cc1 | i | 3.5% | 4.0% | -1.6% | -1.3% | 13.0% | -4.9% | 13.6 | 3.1%
CCNS(=O)(=O)c1ccc(OCCNS(C)(=O)=O)cc1 | i | -2.5% | 0.9% | 4.2% | -1.6% | -1.6% | 2.0% | -12.8 | 5.3%

Given with each value named: part of the list above
O=C(C1=NNCC1c1ccccc1)C1CO1 (centres undefined)
  S2 tox: i	ATXN2 expr inh: 4.6%	KB-3-1 tox: -23.0%	HT1080-NT tox: -9.7%	SW480 rereplic: 16.4µM*	MCF10A rerep: 23.1µM*	HT1080 IDH1KD tx: -0.1%	IL1B secr inh: ?	KB-V1 cytotox: -8.5%

CC1CCN(C(=O)CC(NC(N)=O)c2ccccc2Cl)CC1 (centres undefined)
  S2 tox: i	ATXN2 expr inh: 2.7%	KB-3-1 tox: 0.7%	HT1080-NT tox: 12.2%	SW480 rereplic: -2.6%	MCF10A rerep: -0.6%	HT1080 IDH1KD tx: 14.3%	IL1B secr inh: -1.3	KB-V1 cytotox: 16.1%

COc1cc(C(F)(F)F)nc(-c2ccccn2)n1
  S2 tox: i	ATXN2 expr inh: -1.8%	KB-3-1 tox: 11.6%	HT1080-NT tox: 18.4%	SW480 rereplic: ?	MCF10A rerep: 5.9%	HT1080 IDH1KD tx: 7.5%	IL1B secr inh: 9.4	KB-V1 cytotox: 4.6%

Cn1c(=O)c2cc(S(=O)(=O)NCCC(=O)NCCC3=CCCCC3)ccc2n(C)c1=O
  S2 tox: i	ATXN2 expr inh: -11.0%	KB-3-1 tox: 0.0%	HT1080-NT tox: 1.9%	SW480 rereplic: 2.9%	MCF10A rerep: -2.4%	HT1080 IDH1KD tx: 9.9%	IL1B secr inh: 0.0	KB-V1 cytotox: ?

More results.
Structure | S2 tox | ATXN2 expr inh | KB-3-1 tox | HT1080-NT tox | SW480 rereplic | MCF10A rerep | HT1080 IDH1KD tx | IL1B secr inh | KB-V1 cytotox
COc1cccc(-c2cc(C(=O)Nc3ccc(F)cc3)[nH]n2)c1 | i | 76.6%[activator] | -0.1% | · | · | · | · | · | -3.4%
CN(Cc1ccccc1)C(=O)c1ccc(COc2ccccc2)cc1 | i | -16.0% | 5.5% | -5.1% | 2.4% | 5.7% | -1.6% | -71.5* | -28.8%
O=C(CSc1nnc(-c2ccccc2)n1Cc1ccccc1)NC1CC1 | i | -10.9% | 13.2% | -3.5% | -1.8% | 11.9% | 1.3%[9.24 µM] | 1.7 | -4.3%
O=C(NC(=O)c1c(F)cccc1F)Nc1ccccc1SC(F)F | i | 11.3% | 2.2% | 8.7% | -9.0% | -1.3% | 4.6% | 10.9 | -22.1%
